Mm-Cpn inhibitor = inhibitors of Methanococcus maripaludis chaperonin (MmCpn). purified Mm-Cpn ATPase, ADP Transcreener TR-FRET. Potency, µM (doses to about 76.9 µM), for inactives: at the top dose activity, negative = inhibition, most hits filed as inhibitors. 0.031% of 330,000 active. AID 504842; also: potency is read from the fitted curve at half-maximal effect; % is scaled to controls: 0 for no effect and ±100 for the full control effect; nearly all actives have a fitted effect of over 80% in size
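ATPase turnover read by TR-FRET ADP competition (Eu cryptate antibody/ADP-d2, 665/590 nm): 10uM ATP final, 25nM Mm-CPN final, 30 min 37degC after 10-min compound preincubation, pH 7.4 Tris/KCl/MgCl2/DTT buffer.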
CCT chaperon mod = modulators of cytosolic chaperonin (CCT/TRiC) activity | purified chaperonin ATPase assay, HTRF ADP detection, 30 min | activity change, % (concentration not given with the values), hits read low | 0.3% of 360,000 active | AID 651819; in the data active = activity change below about -30%; also: % is scaled to controls: 0 for no effect and ±100 for the full control effect
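Nucleotide hydrolysis assay: TRiC at 20–40 nM final (set by batch activity) with 10 uM ATP, 30 min at 37 °C, in presence of 76 uM compound. Detection by competitive ADP HTRF, 30 min ambient.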
A549 tox = counter-screen for Nrf2 inhibitors: cytotoxicity in A549 cells. A549 ARE-Fluc cells, CellTiter-Fluor viability, 18-24 h. Potency, µM (series often up to 46 µM), inactives show at the highest dose activity change, negative = cytotoxicity, actives largely listed as inhibitors. 0.16% of 390,000 active. AID 504648; also: potency is read from the fitted curve at half-maximal effect; % is scaled to controls: 0 for no effect and ±100 for the full control effect
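Cytotoxicity counterscreen: CellTiter-Fluor fluorescence was measured in A549 ARE_Fluc cells after 18-24 h of compound exposure in a concentration series. The subsequent BugLite luminescent read reports ARE-luciferase activity.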
Nrf2 inh = inhibitors of Nrf2 signaling. A549 ARE-Fluc reporter, luciferase luminescence, 18-24 h. Potency, µM (titrated, usually from 46 µM), inactives show at the top dose activity change, negative = inhibition, actives largely listed as inhibitors. 2.1% of 360,000 active; also: potency is read from the fitted curve at half-maximal effect; % is scaled to controls: 0 for no effect and ±100 for the full control effect; nearly all actives have a fitted effect of over 60% in size
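Quantitative HTS in A549 cells stably bearing an antioxidant response element-firefly luciferase construct. Inhibition of Nrf2-driven transcription was scored by luminescence after 18-24 h of compound exposure at 37 °C.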
Nrf2 activator = Nrf2 pathway activation; AREc32 ARE-luciferase reporter (MCF7-derived line), luminescence, 24 h; Potency, µM (series often up to 46.1 µM), without a hit: top-dose activation, actives largely listed as activators; 0.31% of 410,000 active; AID 624171; also: potency is read from the fitted curve at half-maximal effect; % of control where 0% means no effect; nearly all actives have a fitted effect of over 65% in size
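For detection, Steady-Glo was added and plates sat 30 min at RT; before that, AREc32_Fluc cells grown overnight in OPTI-MEM/5% FBS had been treated with 23 nL compound for 24 hr at 37 deg C.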
HepG2 tox = counter-screen for TGF-b inhibitors: cytotoxicity in HepG2 cells; 0.76% of 410,000 active; HepG2 CAGA-GFP viability, ATP luminescence, 18 h; Potency, µM (top dose mostly 46.1 µM), inactives show at the highest dose activity change, negative = cytotoxicity, actives largely listed as cytotoxic; also: potency is read from the fitted curve at half-maximal effect; some results filed as inactive show a strong effect at the top dose
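CellTiter-Glo luminescence gave cytotoxicity after 18 hours at 37 degrees C. The cells were HepG2 CAGA-GFP in 1% FBS DMEM, stimulated with 500 pg/mL TGF-beta after compound addition. %Activity was normalised to no-cell wells (complete cell-killing) and DMSO (no toxicity), and curves were fitted and classified.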
TGFb inhibitor = blocks TGF-b signaling; HepG2 CAGA-GFP TGF-b/SMAD3 reporter, GFP fluorescence, 18 h; TGF-beta stimulated, 500 pg/mL final; AID 588855; Potency, µM (highest dose often 46.1 µM), inactives show top-dose activity, negative = inhibition, actives largely listed as inhibitors; 1.2% of 410,000 active; also: potency is read from the fitted curve at half-maximal effect; % is scaled to controls: 0 for no effect and ±100 for the full control effect; nearly all actives have a fitted effect of over 65% in size
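Smad-responsive CAGA-GFP expression was quantified in HEPG2 cells exposed to compounds and 500 pg/mL final TGF-beta for 18 h at 37 degrees C; unstimulated wells defined full inhibition.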
Akt phos inh = Akt phosphorylation inhibition; Neuro2A IGF-stimulated pAkt S473 HTRF, 20 min; active compounds read low; activity change, % for hits at 50 µM; 0.32% of 360,000 active; AID 651550; in the data active = activity change below about -80%; inconclusive = mostly about -51% to -80%; also: % is scaled to controls: 0 for no effect and ±100 for the full control effect
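Neuro2A cells (4,500/well, DMEM with 0.5% FBS) were treated with compound at a single 50 µM final concentration, stimulated with 6 nM IGF for 20 min at 37 °C, and lysed. Phospho-Akt Ser473 was read by HTRF as 665/615 ratio ×10^4.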
Abeta rescue = A-beta toxicity reversal in yeast. 0.063% of 410,000 active. AID 1347071. yeast expressing A-beta42, growth rescue, OD600, 48 h; response scale: 0% DMSO, 100% iron-clioquinol control. Potency, µM (titrated, usually from 46.1 µM), for the others: at the top dose growth rescue, most hits filed as activators; also: potency is read from the fitted curve at half-maximal effect; nearly all actives have a fitted effect of over 55% in size
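Yeast A-beta toxicity model in growth medium with pinned compounds, 48 h at 30 C; growth read as absorbance at 600 nm. Normalized to FeCl3/clioquinol equimolar mix (positive) and DMSO (negative).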
Active calls of the source: *; i = inactive; ? = inconclusive; · = no result given; & = joins results of further samples. Unless noted, calls follow the shape of the dose curve; as a rule, active = well fitted curve in the direction sought with a large enough effect; inconclusive = small, poorly fitted or top-dose-only effect, or another doubt; inactive = no such curve, though single readings can be large; an effect the other way counts as inactive or inconclusive.

SMILES	Mm-Cpn inhibitor	CCT chaperon mod	A549 tox	Nrf2 inh	Nrf2 activator	HepG2 tox	TGFb inhibitor	Akt phos inh	Abeta rescue
Cc1cc(NC(=O)c2cc(-c3cccnc3)nc3c(C)c(C)ccc23)no1	1%	-6.6	2%	·	-1.8%	-3%	7%	i	-13%
CCCCc1ccc(NC(=O)CC(C)(C)C)cc1	1%	-1.3	4%	?	4.8%	0%	14%	i	21%
COc1cc(/C=C2\SC(=O)N(c3ccc(Cl)cc3)C2=O)cc([N+](=O)[O-])c1O	3%	-2.6	16µM*	?	-0.6%	-7%	2%	i	-12%
CCOC(=O)/C(=N/Nc1ccccc1)N1CCCc2ccccc21	-1%	-1.3	-2%	-4%	0.1%	-12%	1%	i	-10%
CC(C)(C)n1ncc2c(=O)n(Cc3ccc(Cl)c(Cl)c3)cnc21	1%	-2.3	2%	4%	0.2%	3%&-1%	6%&1%	i	4%
CCCCC(CCC(=O)O)(C(=O)OCC)c1csc(Nc2ccc(OCC)cc2)n1 (centres undefined)	0%	-3.7	-6%	-4%	-0.2%	-6%	-8%	i	·
CC1(C)C(C=C(Cl)Cl)C1C(=O)N(Cc1cccc(Cl)c1)C1CCS(=O)(=O)C1 (centres undefined)	0%	-2.1	1%	8%	0.4%	6%	-13%	i	3%
NC(=O)NC(=O)CSc1nc(C2CCCCC2)n(-c2ccccc2)n1	3%	-3.4	0%	1%	-0.2%	-13%	1%	i	-3%
Cc1cccc(N2CCN(C(=O)Cn3ccc4ccccc4c3=O)CC2)c1C	-3%	-3.8	-5%	18µM*	-0.2%	-26%	-7%	i	-29%
Nc1c([N+](=O)[O-])c(=O)oc2ccccc12	-1%	-0.1	-2%	-20%	-0.6%	3%	2%	i	7%
COc1cccc(NC(=O)N2CCCC2C(=O)Nc2ccc3c(c2)OCO3)c1 (centres undefined)	0%	-4.7	-9%	2%	-0.3%	-6%	2%	i	25%
Cc1cccc(NC(=S)NC(C)(C)CC(C)(C)C)c1	1%	0.4	6%	0%	1.9%	-8%	?	i	?
CCc1nnc(NC(=O)CSc2nc(-c3ccccc3)nc3ccccc23)s1	0%	1.1	-4%	-8%	0.3%	11%	?	i	-7%
Cc1cc(Br)ccc1NC(=O)CSc1nnc(CN2CCOCC2)n1C	1%	0.6	0%	4%	0.4%	-2%	26%	i	-7%
C/C(=C\C(=O)c1ccc(Br)cc1)NNC(=O)c1ccccc1	·	4.9	?	?	2.5%	-37%	?	i	-22%
Cc1ccccc1N(C(=O)CNC(=O)c1ccco1)C(C(=O)NC1CCCCC1)c1cccnc1 (centres undefined)	1%	-1.3	2%	9%	0.0%	20%	-3%	i	3%
O=C1N/C(=N\N=C\c2cccs2)SC1Cc1ccc(Cl)c(Cl)c1 (centres undefined)	2%	-1.2	16%	13%	2.9%	-18%	-3%	i	8%
CCC1CCCCN1C(=O)CCNS(=O)(=O)c1ccc2c(c1)oc(=O)n2C (centres undefined)	0%	-1.6	7%	-26%	0.3%	-23%	?	i	-14%
CCCc1cc(=O)[nH]c(SCC(=O)NC(=O)OCC)n1	0%	0.0	-1%	6%	-0.5%	-3%	0%	·	-9%
O=C(O)c1ccccc1/C=N/n1c(C2CCCCC2)n[nH]c1=S	2%	-10	0%	4%	9.9%	-2%	4%	i	-9%

One compound at a time (already shown). Screens in order: Mm-Cpn inhibitor, CCT chaperon mod, A549 tox, Nrf2 inh, Nrf2 activator, HepG2 tox, TGFb inhibitor, Akt phos inh, Abeta rescue
C/C(=C\C(=O)c1ccc(Br)cc1)NNC(=O)c1ccccc1 as listed: ·, 4.9, ?, ?, 2.5%, -37%, ?, i, -22%
COc1cccc(NC(=O)N2CCCC2C(=O)Nc2ccc3c(c2)OCO3)c1 (centres undefined) as listed: 0%, -4.7, -9%, 2%, -0.3%, -6%, 2%, i, 25%
O=C(O)c1ccccc1/C=N/n1c(C2CCCCC2)n[nH]c1=S as listed: 2%, -10, 0%, 4%, 9.9%, -2%, 4%, i, -9%
CCc1nnc(NC(=O)CSc2nc(-c3ccccc3)nc3ccccc23)s1 as listed: 0%, 1.1, -4%, -8%, 0.3%, 11%, ?, i, -7%
CCC1CCCCN1C(=O)CCNS(=O)(=O)c1ccc2c(c1)oc(=O)n2C (centres undefined) as listed: 0%, -1.6, 7%, -26%, 0.3%, -23%, ?, i, -14%

(more compounds)
SMILES	Mm-Cpn inhibitor	CCT chaperon mod	A549 tox	Nrf2 inh	Nrf2 activator	HepG2 tox	TGFb inhibitor	Akt phos inh	Abeta rescue
S=C(NCc1ccco1)Nc1ccc(Oc2ccccc2)cc1	0%	-1.9	0%	7%	6.1%	-27%	?	i	?
CC1(c2ccccc2)NC(=O)N(CC(=O)N2CCN(S(=O)(=O)c3cccs3)CC2)C1=O (centres undefined)	-2%	-2.5	-6%	18%	-0.1%	49%	-6%	i	27%
Cc1cccc(-c2nc(N3CCN(c4ccc(F)cc4)CC3)c3ccccc3n2)c1	·	·	-4%	13%	0.5%	-3%	-3%	·	-10%
Cc1cc(C)n(-c2ccc(C(=O)Nc3cccnc3Cl)cc2)n1	?	-0.7	-9%	?	0.0%	-13%	-18%	i	-1%
Nc1nc(Cl)cc(-c2ccccc2)n1	-2%	-6.5	0%	1%	3.5%	6%	3%	i	0%
Cc1cc2c(Nc3ccc(C(=O)O)cc3)ncnc2s1	0%	-0.7	11%	3%	2.0%	0%	-4%	i	-10%
CCCCC(Sc1nc(C)c(Cc2ccccc2)c(=O)[nH]1)C(=O)O (centres undefined)	-7%	-13	-2%	-4%	-1.1%	8%	4%	i	-11%
N#Cc1ccc(-c2ccc(OCC(=O)NCCCN3CCCC3=O)cc2)cc1	-4%	-3.3	0%	4%	0.6%	-4%	-25%	i	10%
CSc1nc2c(C)c(C)c(C)c(C)c2[nH]1	-2%	2.7	2%	?	-0.5%	-2%	0%	i	5%
COc1ccc(C(=O)N2CCCCCC2)cc1OC1CCN(C(C)=O)CC1	0%	1.6	-2%	9%	0.2%	-3%	1%	i	3%
C[C@@H]1CN([C@H](C)CO)S(=O)(=O)c2ccc(Br)cc2O[C@H]1CN(C)C(=O)C1CC1	·	0.5	·	·	0.8%	-3%	7%	i	3%
COc1cc2c(C(=O)NCc3ccc(C)o3)cn(CC(C)C)c(=O)c2cc1OC	-1%	-0.2	9%	-1%	2.8%	-5%	24%	i	10%
COc1ccccc1/C=C/C(=O)OCC(=O)NC1CCCCCC1	2%	-1.4	-1%	6%	0.9%	7%	9%	i	8%
O=C(Nc1ccc2nsnc2c1)N1CCCCCC1	-8%	1.5	-3%	22%	0.3%	4%	2%	i	-13%
C/C(=N\NC(=O)c1c(C)nc2ccccn12)c1cccc([N+](=O)[O-])c1	2%	-1.0	-4%	-4%	22%	14%	3%	i	-11%
O=C(CSc1ccc2ccccc2n1)N1CCC(c2noc3ccc(F)cc23)CC1	-5%	-1.1	-12%	?	0.4%	0%	-11%	i	0%
CCC(=O)NCc1cc(-c2nn(C)c(=O)c3ccccc23)ccc1OC	1%	1.5	5%&0%	?	2.3%&11%	-6%&-20%	3%&8%	i	9%&-11%
COc1ccc(/C=N/OC/C(O)=C(\C#N)c2nc3ccccc3[nH]2)cc1	-5%	0.7	·	-7%	7.5%	-23%	3%	i	3%
Cn1c(=O)c2c(nc(Br)n2Cc2nnc(N)s2)n(C)c1=O	-1%	0.3	2%	3%	25%	30%	1%	i	-6%
CCn1c2ccccc2c2cc(NC(=O)c3cc(OC)cc(OC)c3)ccc21	?	3.0	-18%	?	3.0%	12%	?	i	-10%
Cc1ccc2nc(SCC(=O)Nc3ccc4sc(C)nc4c3)c(C#N)cc2c1	-1%	-1.6	-8%	10%	0.3%	-11%	-21%	i	0%
COc1ccc(C2SCC(=O)N2CCc2ccc(OC)c(OC)c2)cc1 (centres undefined)	2%	-1.7	-14%	23µM*	-0.2%	-17%	-18%	i	-2%
Cn1c(-c2csc(-c3cccc(C(F)(F)F)c3)n2)n[nH]c1=S	-2%	-3.0	0%	-20%	-0.5%	15%	7%	i	10%
CCc1c(C)nc2ncnn2c1NCc1cccs1	0%	-2.0	-9%	?	2.5%	-5%	2%	i	19%
COc1ccc(N2CCN(C(=O)CN(Cc3ccc(Cl)cc3)S(C)(=O)=O)CC2)cc1	-6%	-2.9	-13%	·	-0.7%	3%	18%	i	1%
Cc1c(NS(=O)(=O)c2cc(Br)cc3c2N(C(=O)C2CC2)CC3)c(=O)n(-c2ccccc2)n1C	2%	-3.1	0%	?	0.1%	-9%	8%	i	-3%
CC1=C(C(=O)N(C)C)CC(CC(=O)NCc2cccs2)C(=O)N1CCCN1CCCC1=O (centres undefined)	·	-0.3	·	·	-0.3%	-16%	2%	i	4%
CC1=CC(c2ccccc2)n2nc(N3C(=O)c4ccccc4C3=O)nc2N1 (centres undefined)	1%	-2.2	-5%	-19%	0.2%	-4%	16%	i	7%

2 entries from above, field by field.
Cc1ccc2nc(SCC(=O)Nc3ccc4sc(C)nc4c3)c(C#N)cc2c1
  Mm-Cpn inhibitor: -1% | CCT chaperon mod: -1.6 | A549 tox: -8% | Nrf2 inh: 10% | Nrf2 activator: 0.3% | HepG2 tox: -11% | TGFb inhibitor: -21% | Akt phos inh: i | Abeta rescue: 0%

COc1ccc(C2SCC(=O)N2CCc2ccc(OC)c(OC)c2)cc1 (centres undefined)
  Mm-Cpn inhibitor: 2% | CCT chaperon mod: -1.7 | A549 tox: -14% | Nrf2 inh: 23µM* | Nrf2 activator: -0.2% | HepG2 tox: -17% | TGFb inhibitor: -18% | Akt phos inh: i | Abeta rescue: -2%
